INS promoter inh = TRM-6 insulin promoter activity inhibition | hit rate 0.9% among 130,000 | inhibition, % at 2 µM | TRM-6 cells (human fetal islet line), insulin promoter-eGFP reporter, imaging; reporter expression induced with tamoxifen | AID 1273;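 active = inhibition above the mean plus 3 SD, with well images judged a real hit on visual review, cut at about 60% in these data, passing the limit was not always enough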
sdo1 growth = restores growth of sdo1-depleted yeast. z-score at 10 µM. hit rate 0.21% among 140,000. S. cerevisiae sdo1-depleted JHY4D growth rescue, OD600 30 h; active compounds read high; pdr5 snq2 efflux-pump mutant strain. AID 817;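 active = z-score above 3 at both the 24 hr and the 30 hr optical density reads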;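 also: z-score against mean and SD of all compound wells on the same plate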
sdo1 growth Rescue 24 h = also measured in sdo1 growth; calls as there; z-score; S. cerevisiae sdo1-depleted JHY4D growth rescue, OD600; measured here: growth rescue at 24 h;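 0 is the plate mean of compound wells and units are plate SD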
* marks the source's active call; other numbers are inactive results; . = no result given.

INS promoter inh,sdo1 growth Rescue 24 h,canonical_smiles,sdo1 growth
-36,-0.34,Cc1ccc(S(=O)(=O)N2CCCC2C(=O)NC2CCCCC2)cc1 (stereo not given),-0.06
49,-0.38,CC(C)CC(=O)NC(=S)Nc1nc(-c2ccccc2)cs1,-0.35
29,2.7,O=C1C2C3C=CC(C3)C2C(=O)N1c1cccc(-c2nc3ccccc3o2)c1 (stereo not given),0.91
-39,0.01,O=C(NCCCn1ccnc1)c1cc(-c2ccc(Cl)cc2)nc2ccccc12,0.27
-338,.,CCOc1ccc(C2CC(c3c(O)c4ccccc4oc3=O)=NN2c2ccccc2)cc1OC (stereo not given),.
-35,.,Cc1cc(NC(=O)Cn2ccc([N+](=O)[O-])n2)no1,.
13,-0.33,COC(=O)c1ccc(CSc2nc3cc(Cl)ccc3o2)cc1,-0.59
29,-0.06,CCc1ccc(CN(C(=O)c2cc3ccccc3oc2=O)C2CCS(=O)(=O)C2)cc1 (stereo not given),-0.7
-3,.,CCCCNC(=S)N1CCN(C)CC1,.
.,-0.26,CCOC(=O)CC1=C(C#N)C(c2cccnc2)C(C(=O)OCC)=C(N)O1 (stereo not given),-0.14
.,-0.54,COc1cc(NC(=O)c2cc3c(C)nc4ccccc4c3o2)cc(OC)c1OC,-0.48
17,-0.38,CCOc1ccc(N2C(=O)c3cccnc3C2Nc2ccc(F)cc2)cc1 (stereo not given),-0.47
-7,-0.28,O=C(CSc1nnc(CNc2ccc(F)cc2)n1Cc1ccco1)NC1CC1,-0.06
65,0.03,CCOC(=O)c1nc(C)n(-c2cc(Cl)cc(Cl)c2)n1,0.26
-16,-0.07,CC1CCCN(C(=O)Cc2cn(Cc3cccc(Cl)c3)c3ccccc23)C1 (stereo not given),-0.25

Some entries already given, limited to sdo1 growth:
smiles | sdo1 growth
CCOC(=O)CC1=C(C#N)C(c2cccnc2)C(C(=O)OCC)=C(N)O1 (stereo not given) | -0.14
Cc1ccc(S(=O)(=O)N2CCCC2C(=O)NC2CCCCC2)cc1 (stereo not given) | -0.06
CCOC(=O)c1nc(C)n(-c2cc(Cl)cc(Cl)c2)n1 | 0.26
CC(C)CC(=O)NC(=S)Nc1nc(-c2ccccc2)cs1 | -0.35
COc1cc(NC(=O)c2cc3c(C)nc4ccccc4c3o2)cc(OC)c1OC | -0.48

Additional records follow:
INS promoter inh,sdo1 growth Rescue 24 h,canonical_smiles,sdo1 growth
0,-0.23,COC(=O)c1c(NC(=O)CCc2ccc(C)o2)sc(C)c1C,-0.41
44,.,COC(=O)c1ccccc1NC(=O)C1CC(=O)N(c2ccc(OC)cc2)C1 (stereo not given),.
22,-2.9,Cc1cc(N2CCN(c3cccc(C)c3C)CC2)nc(-c2ccccc2)n1,-2.5
.,0.78,c1ccc(CSc2ccc(-c3ccc4c(c3)OCO4)nn2)cc1,-0.03
15,0.25,CCCNC(=O)N1CCC(C(=O)c2cccc(F)c2)CC1,0.31
.,-0.27,CCC1(C)Cc2c(sc3nnn(CC(=O)Nc4ccc(C)cc4)c(=O)c23)CO1 (stereo not given),-0.97
.,-0.33,COc1ccc(C(c2nnnn2Cc2ccccc2)N2CCN(C(=O)c3ccco3)CC2)cc1 (stereo not given),-0.35
-30,-0.61,c1ccc(OCc2nn3c(Cn4cnc5ccccc54)nnc3s2)cc1,-0.46
30,0.93,COc1ccc(N2C(=O)CCC2(C#N)c2ccc(OC)cc2)cc1 (stereo not given),0.96
.,0.92,O=C(COC(=O)c1ccco1)Nc1ccc2c(c1)OCO2,0.83
.,0.11,Cc1ccc(C(=O)CN(Cc2ccccc2)C2=NCCS2)cc1,0.67
59,-1.4,CCOC(=O)N1CCC(NC(=O)Cn2ncc3c4ccccc4n(C)c3c2=O)CC1,-0.7
.,-0.32,COc1ccc(/C=N/NC(=S)NC2CCS(=O)(=O)C2)cc1OC (stereo not given),0.09
.,-0.88,O=c1[nH]c(C2C3CC4CC(C3)CC2C4)nc2ccccc12 (stereo not given),-1.2
-37,.,Cc1ccc(-n2ncc3c(=O)n(CC(=O)N4CCN(c5ccccc5)CC4)cnc32)cc1C,.

Structural class: those above with a Cl atom
INS promoter inh,sdo1 growth Rescue 24 h,canonical_smiles,sdo1 growth
-39,0.01,O=C(NCCCn1ccnc1)c1cc(-c2ccc(Cl)cc2)nc2ccccc12,0.27
13,-0.33,COC(=O)c1ccc(CSc2nc3cc(Cl)ccc3o2)cc1,-0.59
65,0.03,CCOC(=O)c1nc(C)n(-c2cc(Cl)cc(Cl)c2)n1,0.26
-16,-0.07,CC1CCCN(C(=O)Cc2cn(Cc3cccc(Cl)c3)c3ccccc23)C1 (stereo not given),-0.25

Later entries.
INS promoter inh,sdo1 growth Rescue 24 h,canonical_smiles,sdo1 growth
-12,.,Cn1ncc([N+](=O)[O-])c1C(=O)n1nnc2ccccc21,.
-15,.,Cc1ccc2cn[nH]c2c1N,.
-17,-0.65,CCCN1C(=O)C(Cc2nc3ccccc3c(=O)n2-c2ccccc2)c2cc(C)ccc21 (stereo not given),-0.6
-112,-0.69,CCCCOc1cccc(C(=O)N(Cc2cccs2)C2CCS(=O)(=O)C2)c1 (stereo not given),-0.68
50,0.17,Cc1ccc(S(=O)(=O)NC2CCC(C(=O)O)CC2)cc1 (stereo not given),0.74
20,-0.51,Cc1cccc(NCN2C(=O)c3ccncc3C2=O)n1,0.13
-36,-0.8,CCOC(=O)Cn1c(S(=O)(=O)Cc2ccc(F)cc2)nc(-c2ccccc2)c1-c1ccccc1,-0.62
.,-1.1,Cc1c(C)n(C(=O)CSc2ncn[nH]2)c2ccccc12,-0.65
-13,1.2,COc1cc(NC(=O)CCC(=O)O)nc(OC)n1,1.1
13,0.18,Cc1ccc(S(=O)(=O)N2CCN(CC(=O)N/N=C\C(Cl)=C\c3ccccc3)CC2)cc1,-0.13
-27,-0.32,CCOC(=O)c1c(C)[nH]c(C)c1C(=O)CSc1nnc(-c2ccco2)n1Cc1ccccc1,-0.34
-4,0.86,CC(=O)n1nc(-c2cccc(C)c2)nc1SCC(=O)Nc1ccccc1,0.03
-27,1.4,COc1ccc(/C=C2\CCCc3c2nc2ccccc2c3C(=O)OCC(=O)c2c(N)n(C)c(=O)n(C)c2=O)cc1,0.43
0,-0.16,COc1ccccc1NC(=O)CCC(=O)O,0.05
-43,.,CC(Oc1cccc(NC(=O)c2cccs2)c1)C(=O)c1ccccc1 (stereo not given),.

Some of the entries so far, field by field.
SMILES: CCCCOc1cccc(C(=O)N(Cc2cccs2)C2CCS(=O)(=O)C2)c1 (stereo not given)
  INS promoter inh: -112
  sdo1 growth Rescue 24 h: -0.69
  sdo1 growth: -0.68
SMILES: Cc1ccc(S(=O)(=O)NC2CCC(C(=O)O)CC2)cc1 (stereo not given)
  INS promoter inh: 50
  sdo1 growth Rescue 24 h: 0.17
  sdo1 growth: 0.74
SMILES: Cc1cccc(NCN2C(=O)c3ccncc3C2=O)n1
  INS promoter inh: 20
  sdo1 growth Rescue 24 h: -0.51
  sdo1 growth: 0.13
SMILES: CCOC(=O)Cn1c(S(=O)(=O)Cc2ccc(F)cc2)nc(-c2ccccc2)c1-c1ccccc1
  INS promoter inh: -36
  sdo1 growth Rescue 24 h: -0.8
  sdo1 growth: -0.62

Grouped by structure: the entries above with a cyano group.
INS promoter inh,sdo1 growth Rescue 24 h,canonical_smiles,sdo1 growth
.,-0.26,CCOC(=O)CC1=C(C#N)C(c2cccnc2)C(C(=O)OCC)=C(N)O1 (stereo not given),-0.14
30,0.93,COc1ccc(N2C(=O)CCC2(C#N)c2ccc(OC)cc2)cc1 (stereo not given),0.96

Next part.
INS promoter inh,sdo1 growth Rescue 24 h,canonical_smiles,sdo1 growth
17,1.3,O=C(NCCC1=CCCCC1)C1CCC(CNS(=O)(=O)c2ccccc2)CC1 (stereo not given),-0.44
40,.,CN(C(=O)CSc1nnc(-c2cccnc2)n1-c1ccccc1F)C1CCS(=O)(=O)C1 (stereo not given),.
51,-0.64,Cc1cccc(OCCCC(=O)Nc2ccc(S(N)(=O)=O)cc2)c1C,-0.14
.,0.84,O=C(Cn1[nH]c(=O)c2ccccc2c1=O)Nc1ccc(-c2nnc3n2CCCCC3)cc1,0.64
.,-1.1,CCOC(=O)c1ccc(NC(=O)c2ccccc2N(C)S(=O)(=O)c2ccccc2)cc1,-0.71
3,-0.97,CCn1c(SCC(=O)Nc2ccccc2N2CCCCC2)nc2c1c(=O)n(C)c(=O)n2C,-0.56
15,-1.7,O=C(Cn1nnc(-c2ccccc2NC(=O)c2cccs2)n1)Nc1ccccc1,-2.5
.,0.12,c1ccc2c(c1)CCN(CCCNc1nc3ccccc3n3cnnc13)C2,0.7
7,0.09,O=C(O)c1cccc(NS(=O)(=O)c2cccc3nsnc23)c1,0.32
.,-0.24,Cc1ccc(C(C)C)c(OCC(=O)OCc2c(C)noc2C)c1,-0.63
-53,-0.56,Nc1c(C(=O)NC2CCCC2)sc2nc(-c3cccs3)ccc12,-0.22
13,-1.1,Clc1cccc(Nc2ncnc3ccc(Br)cc23)c1,-1.7
-135,.,COc1cc2c(cc1N/C=C(\C#N)c1nc(-c3ccccc3)cs1)oc1ccccc12,.
0,0.54,O=C(CC1CCCCC1)NCCOc1ccccc1,0.37
-73,-1.3,c1ccc(-n2ncc3c(NCc4cccnc4)ncnc32)cc1,-0.67
29,0.25,O=C(NCCc1ccccc1)C(=O)c1c(-c2ccccc2)[nH]c2ccccc12,-1.4
11,.,O=S(=O)(Cc1ccccc1Cl)NCCc1ccccc1,.
16,-0.53,COCCCN(Cc1ccccn1)S(=O)(=O)Cc1ccccc1,-0.8
-42,0.23,O=C1NC(c2ccccc2)=C(c2ccc3ccccc3n2)C(c2ccncc2)N1 (stereo not given),0.95
16,-1,COc1cnc(N(C)C)nc1Sc1cccc(Cl)c1,-0.95
21,5.2*,CC(=O)C1C(c2ccc(F)cc2)C2C(C)=NN=C2CC1(C)O (stereo not given),9.7*
14,-0.12,COc1ccccc1N(CC(=O)N/N=C/c1ccc(SC)cc1)S(C)(=O)=O,0.64
-41,0.49,O=C(CN1C(=O)NC2(CCCCC2)C1=O)Nc1ccc(S(=O)(=O)N2CCOCC2)cc1,-0.09
-161,0.08,CCCCNC(=O)C1CC(c2ccccc2[N+](=O)[O-])=NO1 (stereo not given),0.37
38,0.01,N#CC(=C=[N-])C1=C(C#N)C(c2ccccc2F)C([n+]2ccccc2)C(O)(C2CC2)N1 (stereo not given),0.44
.,1.4,Cc1cccn2cc(-c3ccccc3)nc12,1.5
6,-0.8,COC(=O)c1cc(C(=O)CSc2nc(C)cc(C)n2)ccc1O,-0.35
19,-1.6,CCCCCCCCCCCCCCCC[n+]1cccc(C(=O)N(CC)CC)c1,-1.6
7,0.33,COC(=O)CNS(=O)(=O)c1ccc(C)cc1,0.8
-80,-0.62,CSCC[C@H](NC(=O)C(C)(C)Oc1ccc(Cl)cc1)c1nc2ccccc2[nH]1,-1.3
3,3.2,Cc1cc2c(c(=O)o1)C(C1C=CCCC1)C(C#N)=C(N)O2 (stereo not given),2.5
.,0.77,CCOCN(C(=O)Cn1c(CO)nc2ccccc21)c1c(C)cccc1CC,-0.31
-25,0.17,Cc1nn(-c2ccccc2)c(Cl)c1/C=N/NC(=O)c1cccnc1,0.24
17,-0.66,CNc1ccccc(C(=O)/C=C/c2ccccc2OC)c1=O,-1.4
-36,.,O=C(COc1ccccc1F)N1CCc2ccccc2C1,.
.,0.9,Cc1c(CN2CCN(c3cccc(C(F)(F)F)c3)CC2)c(=O)n(-c2ccccc2)n1C,0.7
-500,-0.51,O=C(O)c1ccc(N(c2ccccc2)c2ccccc2)cc1,-1.2
-64,1,Cc1cc(NC(=O)COc2nnc(-c3ccccc3)c3ccccc23)no1,1.6
81*,0.02,COc1cc2c(cc1OC)C(C)N(C(C)=O)CC2 (stereo not given),0.46
-33,.,COc1cc2c(cc1C1NC(=S)NC(C)=C1C(N)=O)CCCC2 (stereo not given),.
-136,0.16,CCOC(=O)COc1ccc(Br)cc1C1NC(=O)NC(C)=C1C(=O)NCc1ccccc1 (stereo not given),0.86
-34,-0.76,CCOC(=O)C(NC(=O)NC1CCCCC1)(c1ccccc1)C(F)(F)F (stereo not given),-0.67
-33,-0.65,CCc1nnc(NC(=O)CSc2nnc3c4ccccc4n(C)c3n2)s1,0.05
-19,0.06,Cc1nc(=O)c(-c2ccccc2)c(C)n1CCCCCC(=O)O,2.8
80*,.,O=C(O)c1ccc(-c2ncc[nH]2)cc1,.
30,0.88,Cc1ccc(S(=O)(=O)C(C)C(=O)c2ccc3c(c2)OCCO3)cc1 (stereo not given),0.63
.,-0.08,Cc1ccccc1C(C(=O)NCc1ccco1)N(CC1CCCO1)C(=O)Cn1nnc2ccccc21 (stereo not given),1
-9,-0.26,Cc1cccc(Nc2nc(NCc3ccco3)nc(N3CCOCC3)n2)c1,-0.47
.,-0.28,COc1ccc(Oc2coc3c(CN4CCOCC4)c(O)ccc3c2=O)cc1,1.8
-5,-0.49,CCOC(=O)C1=C(C)NC(C)=C(C(=O)OCC)C1C(=O)OCC(=O)NC(C)C,0.62
.,0.41,COc1ccccc1N1CCN(C(=O)c2cc(-c3cccc(Cl)c3)on2)CC1,-0.31
12,-0.03,Cc1nn(Cc2ccccc2Cl)c(C)c1C(=O)NC1=NCCS1,-0.52
-30,1.6,Cn1ccnc1Sc1ccc(/C=N/NC(=O)c2ccccc2[N+](=O)[O-])cc1[N+](=O)[O-],1.1
6,.,O=C(O)C(Cc1c[nH]c2ccccc12)N1C(=O)C2C3c4ccccc4C(c4ccccc43)C2C1=O (stereo not given),.
.,-0.45,CC1(C)CC(=O)C2=C(C1)OC(N)=C(C#N)C2c1cn(-c2ccccc2)nc1-c1ccc(F)cc1 (stereo not given),-0.9
32,.,CN(Cc1cccs1)C(=O)/C=C/c1ccccc1[N+](=O)[O-],.
-46,0.12,CCn1c(SCc2ccc(Cl)cc2)nnc1-c1ccccc1,-0.46
-3,0.51,CCOP(=O)(c1ccccc1)c1nc(-c2ccccc2Cl)oc1N1CCCCC1 (stereo not given),-0.26

Compound activity: PubChem, several laboratories

Not all compounds are listed; rates above refer to the full screens.
